Compound activity (PubChem)
ABCB1 inh – ABCB1 efflux pump inhibitors, primary screen, cell-based, multiplex, flow cytometry, ABCG2 counter-screen | ATP-dependent translocase ABCB1 (Homo sapiens), P08183 | CCRF-Adr cells, JC-1 efflux | inhibition, % at 6.6 µM | 0.067% of 190,000 active | AID 1326, 2008; in the data active = inhibition above about 40%;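 also: 0% = vehicle and 100% = reference inhibitor; higher value means more JC-1 retained so stronger ABCB1 efflux block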
RGS7-Gao – RGS7-Galphao binding modulators, primary screen, biochemical, multiplexed bead flow cytometry | AID 1439, 2008 | actives lie on both sides | Guanine nucleotide-binding protein G(o) subunit alpha (Homo sapiens), P09471 | binding response (% of control), % at 10 µM | 0.35% of 220,000 active; in the data active = binding response below about 49% or above about 150%; inconclusive = no clear call, values can overlap the other calls; inactive = in between;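 also: fluorescent Galphao held in activated GDP-AlF4 state binding bead-coupled RGS7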
Bim-Mcl-1 – inhibitors of Bim peptide binding to Mcl-1, primary screen, biochemical, bead-based flow cytometry, multiplex; Bim peptide-Mcl-1 binding; Induced myeloid leukemia cell differentiation protein Mcl-1 (Homo sapiens), Q07820; inhibition, % at 10 µM; 0.1% of 190,000 active;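 also: 0% = no compound tracer wells and 100% = peptide blocker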
Target sequence (Q07820 whole entry, looked up): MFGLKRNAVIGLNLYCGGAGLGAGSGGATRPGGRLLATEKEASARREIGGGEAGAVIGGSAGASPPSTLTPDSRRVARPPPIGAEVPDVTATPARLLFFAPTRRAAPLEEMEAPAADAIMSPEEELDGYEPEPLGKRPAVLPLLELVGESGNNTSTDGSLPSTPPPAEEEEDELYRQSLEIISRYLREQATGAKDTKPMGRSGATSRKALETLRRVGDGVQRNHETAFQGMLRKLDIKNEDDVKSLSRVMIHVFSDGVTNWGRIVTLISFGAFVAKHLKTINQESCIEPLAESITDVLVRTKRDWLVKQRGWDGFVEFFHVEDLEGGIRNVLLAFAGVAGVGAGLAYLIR
Bcl-2 Bim block – inhibitors of Bim-Bcl-2 binding, primary screen, biochemical, multiplexed, human Bcl-2 family; Bead-based flow cytometry, Bim peptide-Bcl-2 binding; AID 950, 2007; Apoptosis regulator Bcl-2 (Homo sapiens), P10415; 0.06% of 190,000 active; inhibition, % at 10 µM; in the data active = inhibition above about 40%; inconclusive = no clear call, values can overlap the other calls;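 also: 0% = no compound wells with probe peptide and 100% = reference peptide inhibitor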
RGS4-Gao reg – modulators of RGS4 binding to Galphao, primary screen, biochemical, multiplexed bead flow cytometry | Guanine nucleotide-binding protein G(o) subunit alpha (Homo sapiens), P09471 | actives lie on both sides | binding response (% of control), % at 10 µM | 0.33% of 220,000 active; in the data active = binding response below about 49% or above about 150%; inactive = in between;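 also: fluorescent Galphao activated with aluminum fluoride binding bead-coupled RGS4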
RGS8-Gao – RGS8-Galphao binding modulators, primary screen, biochemical, multiplexed bead flow cytometry | Guanine nucleotide-binding protein G(o) subunit alpha (Homo sapiens), P09471 | actives lie on both sides | response (percent of control binding), % at 10 µM | 0.34% of 220,000 active | AID 1423, 2008; in the data active = response below about 60% or above about 140%; inactive = in between;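 also: Galphao activated as the GDP aluminium fluoride complex binding bead-coupled RGS8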
Bcl-B Bim block – inhibitors of Bim-Bcl-B binding, primary screen, biochemical, multiplexed, human Bcl-2 family; inhibition, % at 10 µM; Bcl-2-like protein 10 (Homo sapiens), Q9HD36; bead-based flow cytometry, Bim peptide-Bcl-B binding; 0.073% of 190,000 active; AID 951, 2007;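 also: 0% = tracer peptide without compound and 100% = reference inhibitor peptide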
Target sequence (Q9HD36 whole entry, looked up): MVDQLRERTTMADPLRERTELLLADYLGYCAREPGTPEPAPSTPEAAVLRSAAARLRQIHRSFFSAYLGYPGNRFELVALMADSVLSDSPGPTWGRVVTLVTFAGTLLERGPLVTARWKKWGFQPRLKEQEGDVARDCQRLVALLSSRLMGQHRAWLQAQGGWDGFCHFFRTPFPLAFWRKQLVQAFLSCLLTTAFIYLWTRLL
Bcl-XL Bim block – inhibitors of Bim-Bcl-XL binding, primary screen, biochemical, multiplexed, bead flow cytometry, human Bcl-XL. Bcl-2-like protein 1 (Homo sapiens), Q07817. Bim peptide-Bcl-XL binding, fluorescence. inhibition, % at 10 µM. 0.04% of 190,000 active
Target sequence (Q07817 whole entry, looked up): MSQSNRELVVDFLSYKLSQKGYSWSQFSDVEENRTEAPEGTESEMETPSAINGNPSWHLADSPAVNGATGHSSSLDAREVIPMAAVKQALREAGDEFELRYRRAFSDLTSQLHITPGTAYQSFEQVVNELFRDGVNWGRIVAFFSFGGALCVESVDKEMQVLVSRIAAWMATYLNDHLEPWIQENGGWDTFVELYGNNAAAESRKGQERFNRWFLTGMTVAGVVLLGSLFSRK
ABCG2 inh – ABCG2 efflux pump inhibitors, primary screen, multiplex with ABCB1, IgMXP3 cells, flow cytometry; Broad substrate specificity ATP-binding cassette transporter ABCG2 (Homo sapiens), Q9UNQ0; JC-1 efflux; inhibition, % at 6.6 µM; 0.1% of 190,000 active; AID 1325, 2008;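 active = inhibition above 80%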;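 also: 0% = DMSO and 100% = nicardipine control wells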
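Measure – % inhibition of efflux relative to nicardipine and DMSO · Test system – ABCG2 IgMXP3 and barcoded ABCB1 CCRF-Adr cell mix · Control set – nicardipine as high control, DMSO as low control · Compound – one concentration, 6.6 µM final · Signal – flow cytometry of retained JC-1 fluorescence · Timing – 10 min exposure at 25 °C with rotation, no wash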
Bim-Bfl-1 – inhibitors of Bim binding to Bfl-1, primary screen, biochemical, multiplexed, bead-based flow cytometry; Bcl-2-related protein A1 (Homo sapiens), Q16548; Bim-Bfl-1 binding inhibition; inhibition, % at 10 µM; 0.12% of 190,000 active; AID 1008, 2008;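 also: 0% = wells without compound plus tracer and 100% = blocker peptide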
Bim-Bcl-W – inhibitors of Bim binding to Bcl-W, primary screen, biochemical, multiplexed, bead-based flow cytometry. Bcl-2-like protein 2 (Homo sapiens), Q92843. 0.02% of 190,000 active. inhibition, % at 10 µM. Bim peptide-Bcl-W binding;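 also: 0% = bound tracer without compound and 100% = peptide blocker; higher means less fluorescent Bim peptide bound to Bcl-W beads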
Target sequence (Q92843 whole entry, looked up): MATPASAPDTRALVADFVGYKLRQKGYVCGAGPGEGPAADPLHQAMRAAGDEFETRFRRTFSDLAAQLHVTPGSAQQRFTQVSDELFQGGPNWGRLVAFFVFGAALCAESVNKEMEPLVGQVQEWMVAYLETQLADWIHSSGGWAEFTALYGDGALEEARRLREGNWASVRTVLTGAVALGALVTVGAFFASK
An asterisk follows results filed as active; ? = inconclusive. Rule as the data show it, unless noted: active = inhibition above about 40%. This is a random part of the collection. About 0.94% of those tested had a hit in this group.

SMILES | ABCB1 inh | RGS7-Gao | Bim-Mcl-1 | Bcl-2 Bim block | RGS4-Gao reg | RGS8-Gao | Bcl-B Bim block | Bcl-XL Bim block | ABCG2 inh | Bim-Bfl-1 | Bim-Bcl-W
COc1ccc(C(=O)N(CC2CCCO2)C(C(=O)NC2CCCC2)c2ccc(Cl)cc2)cc1OC (stereo not drawn) | -0.5 | 95 | -4 | -4 | 98 | 82 | -2 | -2 | 1 | -3 | -3
CCc1ccc(C(=O)NCC2COc3ccccc3O2)o1 (stereo not drawn) | 0.5 | 100 | -2 | -8 | 101 | 102 | -7 | 0 | 1 | -11 | 1
c1coc(C2Nc3ccccc3-c3nc4ccccc4n32)c1 (stereo not drawn) | 0.4 | 106 | -3 | -1 | 108 | 109 | 0 | 0 | 3 | 1 | 1
C/C(=N\NC(=O)c1ccc(-c2ccccc2)cc1)C1C(=O)c2ccccc2C1=O | -1.1 | 94 | 0 | 4 | 98 | 89 | 1 | -2 | -5 | 4 | -2
O=c1oc2cc(O)ccc2c2ccccc12 | -0.3 | 103 | -91 | -12 | 105 | 99 | -27 | 3 | 11 | -7 | 4
Clc1ccc(/C=C\c2nccc3c2[nH]c2ccccc23)cc1 | 0.0 | 96 | -3 | -2 | 95 | 98 | 2 | -5 | 2 | -1 | -5
Cc1ccc(N=Nc2c(N)nn(-c3ccccc3)c2N)cc1 | 0.1 | 102 | 0 | 3 | 102 | 106 | 0 | -2 | 1 | 0 | 2
COc1ccccc1N1CCN(C(c2cccs2)C(C)NC(=O)c2cccs2)CC1 (stereo not drawn) | 1.9 | 97 | 0 | 2 | 99 | 99 | -4 | -3 | 6 | 0 | 0
CC(C)CCn1nc(C(=O)Nc2nc3c(s2)CCCC3)c2ccccc2c1=O | 1.1 | 92 | -1 | 0 | 92 | 99 | 1 | 0 | 4 | 1 | 0
Cc1ccc2c(c1)S/C(=C/c1ccc[n+](CCO)c1)N2C | 0.3 | 103 | 2 | -5 | 102 | 101 | -4 | 0 | 2 | -5 | -1
COc1ccc(Oc2nnnn2-c2ccccc2)cc1 | 0.2 | 102 | 0 | 1 | 103 | 105 | -1 | 0 | 2 | -1 | 0
CCOC(=O)c1sc(N)c(C(=O)Nc2ccccc2OC)c1C | -0.3 | 120 | -5 | 0 | 100 | 93 | -39 | -5 | 3 | 27 | 0
COC(=O)CN(C#N)c1nc(NC(C)C)nc(NC(C)C)n1 | 0.3 | ? | 0 | 0 | 100 | 100 | 1 | -1 | 1 | -5 | 0
CC(NC(=O)CCN1C(=O)c2ccccc2C1=O)c1ccc2c(c1)CCCC2 (stereo not drawn) | 0.7 | 102 | 5 | -2 | 108 | 111 | -7 | -6 | 21 | 0 | -2
Clc1nssc1=Nc1ccccc1 | -3.8 | 102 | -5 | 0 | 102 | 94 | -53 | -10 | -7 | 27 | -4
Cc1cccc(NC(=O)c2ccc(S(=O)(=O)N(C)C)cc2)c1 | 0.3 | 100 | -1 | -3 | 102 | 104 | -6 | -4 | 3 | -5 | 0
CCOCCCNC(=O)c1ccc(Cn2c(=O)[nH]c3ccsc3c2=O)cc1 | -0.3 | 87 | 2 | 0 | 99 | 91 | 0 | 1 | -1 | -2 | 0
CCN=C1NN=C(c2cc(C)n(CCc3ccccc3)c2C)CS1 | 0.8 | 100 | 3 | 14 | 97 | 99 | 14 | 1 | 5 | 18 | 8
O=C(NC1CCCC1)C(c1cccnc1)N(C(=O)c1csnn1)C1CCCC1 (stereo not drawn) | -0.6 | 95 | 1 | 4 | 92 | 77 | -1 | -1 | -1 | 3 | -2
NC(=O)NC(=O)COC(=O)[C@H](Cc1ccccc1)NC(=O)c1cccs1 | 1.1 | ? | -7 | 0 | 98 | 100 | 4 | -2 | 3 | 6 | -1
COc1ccccc1NC(=O)N(CCN(C)C)Cc1cc2cc(C)ccc2[nH]c1=O | 0.3 | 105 | -2 | -14 | 104 | 103 | -6 | -2 | 3 | -12 | 0
O=C(Cn1c(=O)oc2cc(S(=O)(=O)N3CCCC3)ccc21)N1CCN(c2ccccc2)CC1 | 0.1 | 101 | -2 | -9 | 101 | 100 | -5 | -5 | 1 | -9 | 0
Cc1nn2c3ccccc3n(C)c2nc1=O | -0.5 | 102 | 4 | 1 | 99 | 99 | 5 | 5 | 0 | 0 | 5
COc1ccc(OCCCn2c(=O)oc3ccccc32)cc1 | 0.8 | 103 | 0 | 1 | 102 | 101 | -2 | -4 | 7 | 0 | 0
CCOC(=O)Cc1nnc(NC(=O)c2ccco2)s1 | 0.3 | 96 | 0 | -2 | 101 | 99 | -8 | -6 | 1 | -11 | 0
COc1ccccc1/C=N/NC(=O)Cn1cnc([N+](=O)[O-])n1 | 0.7 | 112 | -2 | -1 | 106 | 105 | 0 | -1 | 7 | -8 | -2
CCOc1ccc(C(C)(C)C)cc1S(=O)(=O)N1CCOCC1 | 1.1 | 101 | 0 | 0 | 97 | 88 | 1 | -1 | 7 | -2 | -3
Cc1ccc(C)c(Cn2nnc3c(=O)[nH]c(C(=O)NCC4CCCO4)nc32)c1 (stereo not drawn) | 0.5 | 103 | -6 | -17 | 103 | 102 | -8 | -13 | 15 | -20 | -6
O=C(Cn1cc2c(n1)CCCCC2)NC1CCN(Cc2ccccc2)CC1 | 0.4 | 107 | -2 | -6 | 102 | 103 | -3 | -2 | 1 | -10 | 0
O=C(O)C1CSC2(c3ccc(F)cc3)CCC(=O)N12 (stereo not drawn) | 0.0 | 100 | 0 | -3 | 100 | 101 | -5 | 0 | 0 | -5 | 0
COc1cccc(CN(C)Cc2nc(Cc3ccccc3Cl)no2)c1 | 3.7 | 99 | -2 | -3 | 97 | 98 | -6 | 0 | 7 | -6 | 1
CCOc1ccc(NC(=O)CCC(=O)NNS(=O)(=O)c2ccccc2[N+](=O)[O-])cc1 | 0.5 | 103 | -2 | -5 | 104 | 104 | 0 | 0 | 1 | -7 | -1
CCC(=O)Nc1cccc(NC(=O)c2ccc3c(c2)OCCO3)c1 | 0.6 | 102 | -2 | -11 | 103 | 103 | -17 | -15 | 5 | -16 | -2
O=C(C1CC1)n1cc(C(=S)N2CCOCC2)c2ccccc21 | 0.3 | 95 | -3 | -2 | 103 | 100 | -1 | 2 | 0 | 0 | -4
Cc1cc(SCC(=O)Nc2ccccc2C)nc(C)n1 | 0.2 | 103 | -1 | -2 | 99 | 101 | 0 | 1 | 0 | 0 | 0
O=C(c1ccccc1[N+](=O)[O-])N1CC2C3C=CC(C3)C2C1 (stereo not drawn) | 0.6 | 98 | -2 | 0 | 99 | 101 | -4 | -5 | 2 | -8 | -3
COCCOC(=O)C1=C(C)N(c2ccccc2)C(=S)NC1c1ccccc1C(F)(F)F (stereo not drawn) | 0.5 | 98 | 0 | 1 | 99 | 99 | -4 | -2 | 0 | -1 | -2
CC(=O)Nc1ccc(S(=O)(=O)NNC(=O)COc2cccc(C)c2)cc1 | 0.9 | 99 | -1 | -3 | 100 | 100 | -5 | 0 | 11 | 5 | 0
CCN(CC)c1nc(Nc2ccccc2)nc(Oc2ccc(=O)n(C)n2)n1 | 2.7 | 103 | 0 | -1 | 98 | 102 | -5 | -6 | 15 | -5 | 1
N#CCCN1CCN(CCC#N)CC1 | 0.7 | 95 | 0 | -1 | 99 | 104 | -2 | -1 | 3 | -1 | 0

The list goes on (2 carried over from the part before).
SMILES | ABCB1 inh | RGS7-Gao | Bim-Mcl-1 | Bcl-2 Bim block | RGS4-Gao reg | RGS8-Gao | Bcl-B Bim block | Bcl-XL Bim block | ABCG2 inh | Bim-Bfl-1 | Bim-Bcl-W
CCN(CC)c1nc(Nc2ccccc2)nc(Oc2ccc(=O)n(C)n2)n1 | 2.7 | 103 | 0 | -1 | 98 | 102 | -5 | -6 | 15 | -5 | 1
N#CCCN1CCN(CCC#N)CC1 | 0.7 | 95 | 0 | -1 | 99 | 104 | -2 | -1 | 3 | -1 | 0
CCOC(=O)c1c(NC(=O)CSc2nnc(C)c(=O)[nH]2)sc2c1CCCC2 | -0.2 | 109 | -2 | -3 | 110 | 105 | -1 | -4 | 0 | 0 | -1
O=c1c2cc(NC(=S)N3CCCC3)ccc2nc2n1CCCCC2 | -1.6 | ? | 0 | 0 | 98 | 100 | -8 | -1 | -2 | -2 | 0
COc1ccccc1CN1CCN(C(CC(C)C)c2nnnn2Cc2cccs2)CC1 (stereo not drawn) | 1.5 | 107 | -3 | -12 | 102 | 103 | -14 | 2 | 0 | -15 | -5
CCOC(=O)c1c(C)n(C)c2ccc(O)c(CN(C)C)c12 | -0.3 | 103 | -3 | -8 | 103 | 106 | -7 | 1 | 3 | -11 | 1
CC(C)c1ccc2[nH]c(O)c(N=NC(=O)c3cccc(S(=O)(=O)N4CCCCC4)c3)c2c1 | -0.1 | 101 | -5 | -8 | 101 | 101 | -7 | -9 | -2 | -15 | -9
CC(OC(=O)c1ccccc1Br)C(=O)Nc1nc(-c2cccc([N+](=O)[O-])c2)cs1 (stereo not drawn) | 0.2 | 101 | 0 | -4 | 98 | 98 | -2 | -4 | 5 | -4 | -4
CCn1c(C)c(C(C)=O)c(N2CCN(C(=O)c3ccco3)CC2)nc1=S | 0.9 | 111 | -2 | -9 | 106 | 103 | -5 | 0 | 3 | -5 | 0
CC(C)C(NC(=O)CN1C(=O)c2ccccc2S1(=O)=O)C(C)C | -2.1 | 103 | 0 | -6 | 103 | 100 | -5 | -4 | -2 | -8 | 0
Cc1cc(NC(=O)c2cccc(S(=O)(=O)N(C)C)c2)n(-c2ccccn2)n1 | 7.3 | 90 | -2 | -3 | 92 | 94 | -1 | -5 | 19 | 0 | 3
Cc1nnc(SCc2cccs2)[nH]c1=O | 0.8 | 103 | -7 | -5 | 103 | 106 | -12 | -13 | 4 | -5 | -10
CCCOC(=O)Nc1ccc(S(=O)(=O)Nn2cnnc2)cc1 | 1.8 | 99 | 0 | 0 | 101 | 104 | -2 | 1 | 6 | -4 | 1
COc1cc2c(cc1OC)C(c1cccnc1)CC(=O)N2 (stereo not drawn) | -2.0 | 106 | 0 | -5 | 105 | 104 | -6 | -3 | -2 | -10 | 0
O=C(NCCc1ccccc1)c1ccc(NC2=NC3CS(=O)(=O)CC3S2)cc1 (stereo not drawn) | -0.1 | 88 | -1 | -7 | 91 | 94 | -12 | -4 | 0 | -9 | -6
